# Screening results as filed in PubChem BioAssay.
# SENP6 inh – blocks the human protease SENP6. Recombinant SENP6 catalytic domain, aminoluciferin luminescence. hit rate 1.8% among 330,000. inhibition, % at 10 µM. Q9GZR1;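 active = inhibition above about 50% at the single tested dose, limit read from the data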;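 also: plate controls were DMSO wells with enzyme for no effect and DMSO wells lacking enzyme for full effect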
# Target sequence (Q9GZR1 628-1112 limits assumed): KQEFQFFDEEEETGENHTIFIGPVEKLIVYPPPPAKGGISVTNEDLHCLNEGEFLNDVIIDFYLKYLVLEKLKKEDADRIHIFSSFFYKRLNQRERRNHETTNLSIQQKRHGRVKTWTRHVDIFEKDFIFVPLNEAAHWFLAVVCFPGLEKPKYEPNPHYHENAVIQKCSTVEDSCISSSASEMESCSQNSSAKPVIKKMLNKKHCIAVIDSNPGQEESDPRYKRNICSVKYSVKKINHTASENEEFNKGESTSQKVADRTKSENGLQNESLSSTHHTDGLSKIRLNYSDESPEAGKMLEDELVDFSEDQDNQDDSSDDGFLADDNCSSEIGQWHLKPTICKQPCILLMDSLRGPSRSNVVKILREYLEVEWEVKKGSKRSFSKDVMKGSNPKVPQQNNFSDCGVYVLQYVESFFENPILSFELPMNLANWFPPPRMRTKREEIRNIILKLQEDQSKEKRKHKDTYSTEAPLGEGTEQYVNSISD
# MIN6 prolif – MIN6 beta-cell proliferation induction; proliferation, % at 10 µM; hit rate 0.29% among 330,000; MIN6 cells proliferation, ATPlite luminescence, 48 h; cells starved in 0.2% serum; 100% = growth in 10% serum; AID 2380;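 active = compounds whose signal lies at least 3.5 SD above the mean of all wells on their plate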;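 also: 0% = DMSO-treated cells in low-serum medium and 100% = 10% serum control; some compounds called inactive have numbers as strong as hits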
# SENP7 inh – inhibitors of human SENP7 protease; Q9BQF6; recombinant SENP7, Z-RLRGG-aminoluciferin luminescence, 40 min; inhibition, % at 5 µM; hit rate 1.5% among 330,000;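 active = inhibition above about 50% at the single test dose, limit read from the data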;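 also: plate controls were DMSO with enzyme for no effect and no enzyme buffer wells for full effect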
# Target sequence (Q9BQF6 706-1050 limits assumed): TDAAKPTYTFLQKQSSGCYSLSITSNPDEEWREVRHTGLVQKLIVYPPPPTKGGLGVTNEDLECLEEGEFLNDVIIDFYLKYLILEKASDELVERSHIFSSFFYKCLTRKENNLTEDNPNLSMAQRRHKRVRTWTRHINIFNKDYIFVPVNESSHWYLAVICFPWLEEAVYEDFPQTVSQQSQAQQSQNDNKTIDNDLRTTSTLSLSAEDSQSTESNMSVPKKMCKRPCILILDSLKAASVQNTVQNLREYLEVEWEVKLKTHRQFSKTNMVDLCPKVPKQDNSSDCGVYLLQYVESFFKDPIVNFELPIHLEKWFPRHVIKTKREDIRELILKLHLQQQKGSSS
# UBC13 inh – blocks human UBC13 polyubiquitin chain formation; hit rate 0.47% among 330,000; inhibition, % at 20 µM; TR-FRET; P61088; in the data active = inhibition above about 45%, passing the limit was not always enough
# SENP1 FRET inh – blocks the human SENP1 SUMO protease catalytic domain; Q9P0U3; recombinant SENP1 catalytic domain, CyPet-SUMO1-YPet FRET cleavage; inhibition, % at 10 µM; hit rate 0.21% among 360,000; AID 624204;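 active = inhibition at least 30% at 10 µM, raw YFP signal under a set limit, fluorescence ratio 0.5 to 1.5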;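 also: 0% = enzyme with DMSO and 100% = no enzyme wells; some results filed as inactive read as strong as hits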
#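 Test system: recombinant human SENP1 catalytic domain, His6-tagged / Medium: pH 8 Tris buffer with EDTA, NaCl, BME, BSA, NP40, catalase / Also added: SUMO1 FRET substrate flanked by Cypet and Ypet, 25 nM / Times: 50 min reaction at room temperature / Signal: FRET, CFP and YFP emission / Control set: no-enzyme low control and enzyme-plus-DMSO high control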
# HKDC1 inhibitor – inhibitors of human hexokinase HKDC1; recombinant HKDC1, G6PDH/diaphorase resazurin coupled fluorescence; inhibition, % at 20 µM; hit rate 0.16% among 340,000; AID 493160;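 active = inhibition above about 35% when tested at 20 µM, limit read from the data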;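 also: plate controls were DMSO wells with enzyme for no effect and DMSO wells lacking enzyme for full effect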
#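 Assay system: in-house recombinant HK5 (HKDC1) enzyme. Input: HKDC1 at 5 µg/mL. Medium: Tris pH 8.0 buffer with MgCl2, Tween-20, BSA, BME. Dosing: single 20 µM dose. Schedule: 90 min reaction incubation at room temperature, dark. Signal: resazurin-to-resorufin fluorescence via G6PDH and diaphorase coupling, 525/613 nm. Controls: DMSO-enzyme wells negative, buffer-substituted wells positive.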
# SENP8 block-1 – inhibitors of human SENP8 protease; AID 2540; purified SENP8, Z-RLRGG-aminoluciferin cleavage, luminescence; hit rate 1.2% among 330,000; inhibition, % at 10 µM; in the data active = inhibition above about 50%
# Target sequence (Q96LD8 whole entry, looked up): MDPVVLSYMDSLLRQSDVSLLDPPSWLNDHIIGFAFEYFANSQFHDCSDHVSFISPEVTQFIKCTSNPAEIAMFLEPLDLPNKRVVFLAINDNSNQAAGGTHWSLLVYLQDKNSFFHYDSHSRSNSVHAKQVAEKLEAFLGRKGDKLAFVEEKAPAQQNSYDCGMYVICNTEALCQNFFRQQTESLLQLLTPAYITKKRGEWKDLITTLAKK
# SENP8 block-2 – inhibitors of human SENP8 protease; recombinant SENP8, Nedd8 substrate fluorescence; inhibition, % at 20 µM; hit rate 0.64% among 360,000; AID 602440; in the data active = inhibition mostly above about 40%, no sharp cut-off; inactive = mostly below about 27%
# PfGluPho inh – PfG6PD (Plasmodium falciparum) enzyme inhibition; PfGluPho enzyme, NADPH resazurin-diaphorase fluorescence; inhibition, % at 20 µM; hit rate 0.78% among 350,000; AID 504690;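 active = inhibition reaching at least a set limit at 20 µM in the primary screen, cut at about 59% in these data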;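 also: 0% = DMSO wells with substrate and 100% = DMSO wells lacking glucose-6-phosphate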
# An asterisk follows results filed as active; x = no result given.
SMILES	SENP6 inh	MIN6 prolif	SENP7 inh	UBC13 inh	SENP1 FRET inh	HKDC1 inhibitor	SENP8 block-1	SENP8 block-2	PfGluPho inh
CCOC(=O)C1CCN(Cc2nc3ccccc3c(=O)n2-c2ccc(F)cc2)CC1	5	0	6	-11	1	-1	2	0	-18
O=C(NCc1ccco1)C1CCCN1C(=O)Nc1ccccc1Cl (stereo not given)	-13	-2	1	1	1	-3	2	3	-3
O=C(Nc1ccn(CCCN(CCCn2ccc(NC(=O)OCc3ccccc3)nc2=O)CCc2cc3ccccc3[nH]2)c(=O)n1)OCc1ccccc1	x	x	x	x	1	-3	x	15	15
Cc1nc(NC(=O)c2ccccc2)sc1-c1csc(NCc2ccco2)n1	60*	-4	66*	-11	5	-9	48	-43	33
Nc1ccc(Cc2ccc(N)c(O)c2)cc1O	x	x	x	x	-78	3	x	48*	72*
COc1ccc([N+](=O)[O-])cc1N(CC(=O)NC1CCCC1)S(C)(=O)=O	-17	5	-5	2	-1	-11	-8	5	15
CCc1ccc(NC(=O)C(C)OC(=O)/C=C/c2ccc(O)c(OC)c2)cc1 (stereo not given)	10	-3	-15	-7	-83	-3	-13	-378	27
CCN1C(=O)[C@@H]2[C@@H](c3ccc(-c4ccc(Cl)c(Cl)c4)cc3)N3CCC[C@@]3(C(=O)OC)[C@@H]2C1=O	-17	-6	-4	-5	0	3	5	12	7
Cc1nc(-c2cccc(NC(=O)c3cccc(S(=O)(=O)N4CCCC4)c3)c2)cs1	-7	6	-8	4	-1	3	4	18	19
O=C(CN1CCCC1)Nc1ccc(OC(F)(F)F)cc1	2	-5	-19	-4	2	2	4	14	-19
O=C(Nc1nnc(S(=O)(=O)N2CCCC2)s1)c1ccccc1Br	-8	2	5	0	-1	10	5	9	-14
CCc1ccccc1NC(=O)CN1CCN(C(=O)CNC(=O)c2ccccc2F)CC1	-17	-3	-6	-1	0	1	-17	14	-16
CN(C)NC(=S)NC(=O)C12CC3CC(CC(C3)C1)C2	-9	-3	0	-3	3	-8	8	14	0
O=C(O)c1ccc(Cl)c(S(=O)(=O)Nc2ccccc2Cc2ccccc2)c1	2	0	-6	3	1	1	5	-2	0
CCOc1ccc(C2c3[nH]c4ccccc4c3CCN2Cc2cccn2-c2ncccn2)cc1 (stereo not given)	1	-6	7	-4	-41	0	3	-100	19
COc1ccc(CCNC(=O)c2cc3c(cc2Cl)N2CCCCCC2=NS3(=O)=O)cc1	-18	1	-9	-10	3	-6	-7	11	7
CC1CCCCN1CCCNC(=O)c1ccc2nc(N3CCCCC3)sc2c1 (stereo not given)	-18	-2	-11	0	2	-4	-8	-8	11
CCn1cc(CN2CCN(C)C(CCO)C2)c2ccccc21 (stereo not given)	3	-3	-1	12	-1	-6	4	2	4
COc1ccc2[nH]c(=O)c(CN(Cc3cccs3)C(=S)Nc3cccc(C)c3)cc2c1	-2	0	2	-5	1	-4	2	-136	-15
CCOC(=O)C1=C(C)NC(=O)NC1c1cc(C)sc1C (stereo not given)	-8	2	-3	-1	1	-3	-7	19	7
CC(C)N(C(=S)Nc1cccc(C(F)(F)F)c1)C(C)c1ccccn1 (stereo not given)	15	1	-7	-12	-1	-1	-7	12	-4
CN(C)C(=O)Cn1c(SCC(=O)N2CCCc3ccccc32)nc2ccccc21	0	-2	4	-3	0	-5	4	18	-10
COC(=O)C1=C(C)NC(=O)CC1c1ccccc1 (stereo not given)	-26	0	4	1	-2	-5	2	13	14
COc1ccc(N2CCN(C(=O)c3ccccc3N(C)S(=O)(=O)c3ccccc3)CC2)cc1	13	-4	7	2	3	2	1	8	19
CC(C)NC(=O)CC1(C(=O)NCc2ccc(Cl)cc2)CCCC1	0	0	-8	0	-3	-4	-6	16	8
O=C1CN(C(=O)COC(=O)Cc2ccsc2)c2ccccc2N1	-3	2	-7	1	-6	-8	-1	2	-4
Cc1ccsc1-c1nc(CSCC(=O)NCc2ccc3c(c2)OCO3)c(C)o1	-8	-5	-14	3	0	-5	-16	-153	2
Cc1ccc(S(=O)(=O)N(CC(=O)O)c2ccc(Cl)c(C(F)(F)F)c2)cc1	6	-3	-6	-1	2	4	-10	16	-23
O=C1CSC(c2ccccc2)N1c1cccnc1 (stereo not given)	-19	-1	8	-2	1	-3	-2	10	0
O=C(O)C1CC=CCC1C(=O)Nc1ccccc1C(=O)N1CCN(c2ccc(F)cc2)CC1 (stereo not given)	-6	0	6	-10	2	11	0	6	-11
O=C(NCCNC(=O)C1CC2CCC1C2)C1CC2CCC1C2 (stereo not given)	-5	-1	0	0	2	1	6	6	-5
COc1cc2ccccc2cc1C(=O)Nc1ccc(N2CCN(C)CC2)cc1	-4	-5	-2	-7	5	6	-3	13	9
O=C(Cc1ccccc1)Nc1c2c(nn1-c1cccc(Cl)c1)CS(=O)(=O)C2	-14	-3	-4	-17	3	-6	-9	4	7
CC(=O)Nc1ccc(S(=O)(=O)NC(C)C(=O)NC(C)c2ccccc2)cc1 (stereo not given)	-5	-2	-20	-5	1	0	-6	7	-10
O=C(COC(=O)c1ccccc1)NCCC1=CCCCC1	-6	0	9	2	0	-4	-3	10	0
O=C(NCc1cccnc1)Nc1cccc(NC(=O)NCc2cccnc2)c1F	-10	-2	3	-3	1	-4	-1	23	-5
Cn1c(=O)c2c(nc(SCc3ccccc3F)n2C)n(C)c1=O	17	-3	9	-2	2	-4	-6	12	-22
O=S(=O)(c1cccc(-c2nnc(-c3ccc(Br)cc3)o2)c1)N1CCCCCC1	5	-3	-5	1	2	-7	0	3	-8
COc1cc(NC(=O)CNc2cccc(S(=O)(=O)N3CCCC3)c2)cc(OC)c1	-9	-3	-19	3	-1	2	-9	3	9
O=C(O)/C=C/C(=O)Nc1cccnc1	x	x	x	x	1	11	x	-12	-16
O=C(NCC(c1ccco1)N1CCc2ccccc2C1)C(=O)Nc1ccc(F)cc1F (stereo not given)	-8	-3	-1	4	-4	0	-8	1	10
Cc1cc(C)n(CC(=O)n2nc(C)cc2C)n1	2	-3	-6	2	0	3	0	9	13
Cc1cc(C)c2c(N)c(C(=O)NN)sc2n1	5	1	1	-25	-55	-8	-7	-421	9
NC(=O)CN1C(=O)/C(=c2\sc3nc(=O)c(Cc4ccccc4)nn3c2=O)c2ccccc21	-3	0	9	-15	1	-4	-14	23	63*
CN(C)c1nc(Nc2ccccc2)nc(Oc2ccc(=O)[nH]n2)n1	5	-2	-7	-24	2	-2	-1	12	-2
CCOc1ccc(/C=C/C(=O)N2CCOCC2)cc1OC	-6	-3	5	-8	-1	-6	-4	-101	-5
COc1ccc(C(CNC(=O)c2cccc(NS(=O)(=O)c3ccc(Br)cc3)c2)N(C)C)cc1 (stereo not given)	-11	-6	-3	11	1	-2	-10	-1	0
Cc1cc(C)c[n+](CC(=O)c2ccc(C)c([N+](=O)[O-])c2)c1	0	-3	14	-2	0	-3	-5	12	-14

# Some of the entries so far, as labelled records.
> Cc1cc(C)c2c(N)c(C(=O)NN)sc2n1
  SENP6 inh: 5	MIN6 prolif: 1	SENP7 inh: 1	UBC13 inh: -25	SENP1 FRET inh: -55	HKDC1 inhibitor: -8	SENP8 block-1: -7	SENP8 block-2: -421	PfGluPho inh: 9
> COc1ccc(C(CNC(=O)c2cccc(NS(=O)(=O)c3ccc(Br)cc3)c2)N(C)C)cc1 (stereo not given)
  SENP6 inh: -11	MIN6 prolif: -6	SENP7 inh: -3	UBC13 inh: 11	SENP1 FRET inh: 1	HKDC1 inhibitor: -2	SENP8 block-1: -10	SENP8 block-2: -1	PfGluPho inh: 0

# (listing goes on)
SMILES	SENP6 inh	MIN6 prolif	SENP7 inh	UBC13 inh	SENP1 FRET inh	HKDC1 inhibitor	SENP8 block-1	SENP8 block-2	PfGluPho inh
O=[N+]([O-])c1cccc(/C=N/Nc2ccccn2)c1	56*	2	55*	4	2	-1	26	24	8
COC(=O)CCC(=O)c1oc2ccc(Br)cc2c1N	-3	1	1	4	-2	-3	-12	-262	-12
O=S(=O)(NCCCc1ccccc1)c1ccccc1	-12	-2	6	6	-3	-4	-3	-1	9
COc1cc([N+](=O)[O-])ccc1NC(=O)/C=C\C(=O)O	3	1	1	1	3	-6	-6	19	3
COc1ccc(C(NC(=O)c2ccc(F)cc2)c2ccccc2)cc1 (stereo not given)	0	-1	-4	9	-1	-4	-3	12	-8
COc1ccc(CNC(=O)COc2cccnc2[N+](=O)[O-])cc1	-1	0	3	-4	-1	0	-1	22	-18
Cc1cc(C(=O)COC(=O)Cc2n[nH]c(=O)c3ccccc23)c(C)n1-c1ccc2c(c1)OCO2	-6	-6	-6	-10	-2	-3	-6	10	34
COc1cccc(NS(=O)(=O)c2nc3nc(C)cc(C)n3n2)c1	0	-2	-5	-7	3	-1	6	9	-11
Cc1c(N=Cc2ccco2)c(=O)n(-c2ccccc2)n1C	-10	-3	4	-14	1	-8	-6	24	-24
Cc1cc(C(=O)CC#N)c(C)n1-c1ccc(OC(F)F)cc1	-36	0	-2	6	-3	-5	-1	22	-28
Cc1ccccc1OCCN1CCC(Cc2ccccc2)CC1	-8	-4	1	9	1	-5	3	29	2
Cc1ccsc1C(=O)OCC(=O)N1CC(C)CC(C)C1 (stereo not given)	0	-1	6	5	2	-4	-1	8	19
O=C(C1=C[C@H](C2CC2)C[C@H](OCCCCO)O1)N1CCOCC1	-18	-2	-13	3	1	-3	-18	9	-7
CCCN=C(C)C1=C(O)c2ccccc2C1=O	-9	-3	-11	-5	2	-5	-17	3	9
COC(=O)C1CCN(C(=O)c2ccc(OC)c(S(=O)(=O)N3CCCc4ccccc43)c2)CC1	7	-5	8	4	-3	-6	1	2	7
CC1CCN(C(=O)Cn2ncc3c4ccccc4n(C)c3c2=O)CC1	-4	0	-1	19	0	-1	-2	-50	2
C[C@H](CO)N1C[C@H](C)[C@@H](CN(C)S(=O)(=O)c2cccs2)Oc2ccc(NC(=O)c3ccncc3)cc2C1=O	0	-1	6	4	0	-8	-4	6	-3
Cc1cc[n+](-c2ccccc2)c2ccccc12	-12	-7	-11	-12	-12	-4	-6	6	2
O=C(NCc1ccco1)c1cc(-c2ccccc2)c(N2CCOCC2)s1	-1	0	-5	6	-1	-1	4	-170	6
COC(=O)c1onc(-c2c(Cl)cccc2Cl)c1C(=O)OC	-6	0	11	-3	5	-4	-5	10	9
O=C(NC(=S)N1CCN(c2ccccc2)CC1)c1ccco1	-2	3	-1	8	0	-3	0	5	24
COC(=O)COc1c(/C=C\c2nc(O)c([N+](=O)[O-])c(=O)[nH]2)cccc1OC	14	-2	-5	-7	0	-3	5	16	8
O=C(NCCc1ccc(F)cc1)c1ccc(Cl)c(S(=O)(=O)N2CCOCC2)c1	-4	-5	2	-4	-1	-4	4	-3	15
CC1(c2nnc(Cc3ccccc3)o2)CC(c2cccc(Cl)c2)=NO1 (stereo not given)	0	1	1	8	1	-5	3	14	11
COc1cc(CC(=O)OCC(=O)Nc2ccccc2C#N)cc(OC)c1OC	-8	-2	-2	-4	0	-7	-8	-14	-4
COc1cccc(CNC(=O)c2ccc(C3SCCS3)cc2)c1	-9	-5	-1	-7	-1	0	3	12	28
O=C(Nc1ccc(Nc2ccccc2)cc1)c1ccccc1F	-18	-2	10	-7	-9	3	-14	10	9
